IDE act – IDE (human) activation, cell-based; activation, % at 5.96 µM; P14735; HEK cells, FAbeta-B cleavage, fluorescence polarization; 0% vehicle, 100% cell-free pure enzyme wells; 340,000 tested, 0.073% active;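 active means activation above the mean of all tested compounds plus 3 SD, set per screening campaign, cut at about 17% in these data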
GalR3 antagonist – human GalR3 antagonism; AID 651719; HEK293 GalR3-CNG cAMP membrane potential fluorescence; galR3 body fused to GalR1 C-terminus; O60755; 360,000 tested, 0.44% active; inhibition, % at 3 µM;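 active means inhibition above the screen-wide average plus 3 SD, cut at about 13% in these data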;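 further: forskolin and galanin both at EC90 stimulate the cells; cAMP rise reported by CNG channel membrane potential dye signal; 0% = forskolin plus galanin with DMSO and 100% = forskolin alone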
Target sequence (O60755 1-299 limits assumed): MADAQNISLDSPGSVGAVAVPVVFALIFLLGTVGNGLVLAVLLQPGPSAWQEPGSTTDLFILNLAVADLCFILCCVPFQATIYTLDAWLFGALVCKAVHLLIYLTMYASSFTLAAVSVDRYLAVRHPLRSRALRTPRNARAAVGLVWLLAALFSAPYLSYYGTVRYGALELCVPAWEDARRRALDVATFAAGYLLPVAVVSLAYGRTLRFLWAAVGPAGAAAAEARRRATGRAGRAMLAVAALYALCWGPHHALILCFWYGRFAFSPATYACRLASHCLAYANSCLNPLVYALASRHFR
MEKK3 PB1 HTS – MEKK3-MEK5 PB1 interaction, increase or decrease; AID 1529; binding response (% of control), % at 10 µM; 290,000 tested, 1.4% active; Q99759; bead-based flow cytometry, Alexa488-MEK5 binding to MEKK3; actives lie on both sides; 0 = blocked by unlabeled MEK5, 100 = vehicle;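 active means binding response more than 3 SD above or below the average of its plate-row segment, actives on both sides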;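 further: Alexa488 bead fluorescence after subtracting the streptavidin-only scavenger bead signal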
p-CIP stab down – lowers stability of the mouse p/CIP coactivator protein | F442A p/CIP-EGFP cells, EGFP fluorescence, 16 h | 290,000 tested, 0.01% active | decrease of EGFP signal, % at 10 µM | AID 1984 | Q05BA5;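 active means EGFP signal decrease of at least 30% at 10 µM or well 3 SD below plate mean, unless failing retest; inactive means the rest, including hits failing retest or dose response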; further: some compounds called inactive have numbers as strong as hits; many of its hits are not listed in these tables
IDE cell inh – cellular human IDE inhibition; HEK cells, FAbetaB cleavage, fluorescence polarization; inhibition, % at 5.59 µM; 320,000 tested, 0.41% active;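 active means percent inhibition above the average of all tested compounds plus 3 SD, set per screening campaign, cut at about 16% in these data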;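 further: IDE supplied by intact live HEK cells; FP after avidin binding of uncleaved biotin substrate so inhibition keeps polarization high; 0% = DMSO wells and 100% = 60 µM reference IDE inhibitor Ii1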
CRFR2-BP ag – CRF-BP/CRF-R2 complex agonism; HEK293 CRF-R2/CRF-BP, calcium dye fluorescence (FLIPR); percent of saturating CRF peptide response; activation, % at 13.2 µM; 350,000 tested, 0.46% active;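 active means activation of at least 50%, plus an integration ratio under a set limit after plate pattern correction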;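 further: plate controls were neutral control wells without compound for no effect and CRF at EC100 for full effect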
CRFR2-BP antag – CRF-BP/CRF-R2 complex antagonism; inhibition, % at 11.8 µM; HEK293 CRF-R2/CRF-BP, CRF-induced calcium fluorescence; 350,000 tested, 0.59% active; AID 588475;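 active means inhibition of the ligand-induced calcium signal above about 50% at the single tested concentration, limit read from the data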
M4 PAM – positive allosteric modulators of human muscarinic M4 receptor. 360,000 tested, 0.4% active. activation, % at 3 µM. P08173. CHO-K1 hM4/Gqi5, Fluo-8 calcium fluorescence, ACh EC20; 0% = ACh EC20, 100% = maximal ACh;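 active means activation above its plate's cutoff, the mean activation of sample wells plus 3 SD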; further: some results filed as inactive read as strong as hits
PHOSPHO1 inh – PHOSPHO1 (human) inhibition; Q8TCT1; recombinant PHOSPHO1, absorbance phosphatase assay; inhibition, % at 13.3 µM; 290,000 tested, 1.1% active; AID 1565; in the data active means inhibition above about 60%
Target sequence (Q8TCT1 whole entry, looked up): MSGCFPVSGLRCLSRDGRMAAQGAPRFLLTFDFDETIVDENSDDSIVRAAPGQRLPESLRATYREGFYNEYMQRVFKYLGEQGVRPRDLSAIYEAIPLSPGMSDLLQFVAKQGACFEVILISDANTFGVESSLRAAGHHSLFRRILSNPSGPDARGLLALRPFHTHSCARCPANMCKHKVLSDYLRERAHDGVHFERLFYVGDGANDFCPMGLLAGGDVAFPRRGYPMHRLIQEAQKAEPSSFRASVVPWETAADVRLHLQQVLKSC
Active calls of the source: *; nt = no result given. Not a hit list; 4.2% or so of the library scored in one or more.

Each structure is followed by: IDE act	GalR3 antagonist	MEKK3 PB1 HTS	p-CIP stab down	IDE cell inh	CRFR2-BP ag	CRFR2-BP antag	M4 PAM	PHOSPHO1 inh
1: COc1nccnc1NS(=O)(=O)c1ccc(NC(=S)NC(=O)c2ccc(F)c(F)c2)cc1
  -0.1	-1.6	154.0*	-7.4	3.1	-0.4	-16.0	-2.0	3.0
2: O=C(NC(=S)Nc1ccccc1)c1cccs1
  1.4	-7.6	101.0	-5.8	3.8	-0.5	0.5	-3.8	2.2
3: COc1ccc(OC)c(Nc2cc(C)nc3nc(C)nn23)c1
  6.5	0.3	104.0	-15.7	-1.4	-1.4	-11.7	12.4	22.2
4: O=S(=O)(Cc1cccc(F)c1)c1c[nH]c2ccccc12
  5.4	nt	94.0	-8.0	1.1	0.8	-17.3	-6.1	2.1
5: O=C(NCCCN1CCCC1=O)c1cc(COc2ccc(F)cc2F)on1
  4.8	-6.8	100.0	8.4	1.4	-0.2	0.8	2.1	38.5
6: COc1ccc2c(c1)c(C(=O)O)c(C)n2CCc1ccc(OC)c(OC)c1
  -1.0	1.7	103.0	-2.8	2.8	-1.6	6.2	6.8	-7.8
7: COc1ccc(Nc2c3c(nc4ccccc24)CCC3)cc1
  2.9	-16.1	98.0	-16.8	2.9	-6.4	-5.0	-1.0	19.9
8: CC(=O)Nc1ccc(OC(F)(F)Cl)cc1
  2.2	-2.2	97.0	9.7	0.7	-1.5	4.9	14.7	17.0
9: CCCCNC1=NCCS1
  -0.7	-4.6	105.0	-0.8	0.2	1.2	2.5	-10.5	16.5
10: O=S(=O)(Nc1cccc(-c2cn3c(n2)SCC3)c1)c1cccs1
  0.9	0.4	99.0	0.1	2.1	2.1	6.7	-2.0	51.9
11: CCN1CCN(C(=O)C(C)Sc2nnc3nc(C)cc(C)n23)CC1 (configuration not stated)
  2.8	-7.4	nt	nt	5.2	-1.3	-1.4	-3.9	nt
12: CCOC(=O)c1cccc2c1-c1ccccc1/C2=N/O
  3.2	-4.9	104.0	-5.7	-4.0	-0.8	-28.0	10.6	21.8
13: Cc1c(C=O)c(=O)n(-c2ccccc2)n1-c1ccccc1
  -8.2	-2.9	118.0	-18.1	-6.5	-0.5	3.7	14.6	-7.4
14: Cc1cc(C)c(NS(=O)(=O)c2ccc(NC(=O)CCC(=O)O)cc2)c(C)c1
  -11.0	0.2	102.0	-9.7	4.0	-0.4	-2.6	1.2	-20.0
15: CCOc1ccc(S(=O)(=O)NCc2ccncc2)cc1NC(=O)c1ccccc1F
  6.2	1.9	103.0	-26.6	-0.9	-0.4	6.4	-4.7	22.0
16: COc1ccccc1N1CCN(Cc2c[nH]c3ccccc23)CC1
  nt	-4.8	104.0	-4.5	7.4	0.9	-19.8	3.7	-5.9
17: Cc1cnn(C(=O)c2cc(-c3ccccn3)nc3ccc(Cl)cc23)c1
  2.0	-1.1	101.0	5.2	4.0	1.5	-2.2	0.2	16.3
18: CCCCCC(=O)N1CCN(c2ccc(C(C)=O)cc2F)CC1
  1.2	nt	108.0	-15.3	0.6	-0.9	39.6	11.7	-14.5
19: Cc1cc2cc(CNC(=O)C(C)Oc3ccccc3)ccc2n1C (configuration not stated)
  6.1	2.2	115.0	-11.8	0.6	5.1	-18.3	-12.0	17.7
20: Cc1ccc(-n2ncc3c(NNC(=O)c4cccs4)ncnc32)cc1
  -2.2	5.0	103.0	-0.7	5.9	-1.1	-11.8	-3.6	-7.3

Each structure is followed by: IDE act	GalR3 antagonist	MEKK3 PB1 HTS	p-CIP stab down	IDE cell inh	CRFR2-BP ag	CRFR2-BP antag	M4 PAM	PHOSPHO1 inh
21: CC(C)(C)C1=CC(=Nc2ccccc2N)C=C(C(C)(C)C)C1=O
  7.5	-1.7	105.0	-2.8	2.4	-1.9	-57.4	-17.9	-0.9
22: COc1ccc(OC)c(NC(=O)Nc2ccccc2C)c1
  1.9	-3.0	98.0	-2.1	-3.5	-1.6	21.6	7.2	-11.8
23: Cc1nn(C(C)C(=O)NC(C)CCc2ccccc2)c(=O)c2cc3occc3n12 (configuration not stated)
  -0.8	5.7	98.0	-5.6	1.0	-1.7	-2.4	8.6	34.4
24: CCOC(=O)c1nn(-c2ccc(OCC)cc2)c2nc(CC(C)C)c(C#N)c(=O)n12
  6.0	-1.2	105.0	-5.3	3.1	2.6	4.0	17.2	-11.6
25: COC(=O)c1cc(OC)c(OC)cc1NC(=O)CCC1CCCC1
  6.1	-4.1	100.0	-7.7	-1.9	2.7	3.8	5.8	-10.4
26: O=S(=O)(NCCSc1nc2ccccc2o1)c1ccccc1
  -5.0	-1.9	101.0	-11.0	-4.5	-0.3	-3.6	-5.1	-10.0
27: CCOC(=O)c1ccc(NS(=O)(=O)c2ccc3[nH]c(=O)[nH]c3c2)cc1
  0.7	-1.5	98.0	-1.8	-4.0	-0.2	-16.7	9.4	63.2*
28: CCc1ccc(N(C(=O)c2csnn2)C(C(=O)NC2CCCC2)c2cccnc2)cc1 (configuration not stated)
  4.3	-10.3	100.0	-4.5	0.8	0.8	7.2	-2.8	14.3
29: CC(=O)c1cccc(CN2CCCC(C(=O)Nc3cccc(-n4cccn4)c3)C2)c1 (configuration not stated)
  -2.0	-3.2	98.0	-2.3	-5.8	0.7	3.6	3.0	42.6
30: Cc1c(C#N)c(O)[nH]c(=O)c1N=Nc1ccc(Cl)c(C(=O)O)c1
  -0.4	-3.6	101.0	-2.9	0.8	2.4	-13.9	-2.2	32.6
31: COC(=O)c1ccc(N2CCCCC2)c(NC(=O)c2ccco2)c1
  5.2	-15.2	103.0	-28.1	0.2	0.9	-14.2	-0.1	40.3
32: c1cc(OCCCN2CCCCC2)ccc1CN1CCCCC1
  0.1	-8.5	113.0	-3.5	-0.8	3.4	-2.0	-6.8	27.0
33: CC(OC(=O)Cc1n[nH]c(=O)c2ccccc12)C(=O)Nc1cccc([N+](=O)[O-])c1 (configuration not stated)
  5.9	8.8	96.0	15.6	-3.9	-2.8	0.1	1.7	28.0
34: CCCc1noc2c1/C(=N\O)CCC2
  -2.5	-3.7	94.0	-11.1	3.5	-0.8	14.6	-1.0	30.5
35: CCOCCOc1cccc(C(=O)NC(c2ccccc2)C(C)C)c1 (configuration not stated)
  5.9	-2.7	103.0	-5.9	-0.8	-0.7	-1.6	-14.7	34.2
36: COc1ccc(NC(=O)Cn2nnc(C(=O)NCc3cccs3)c2N)cc1
  5.6	-6.2	106.0	-9.7	-2.4	-1.0	-8.1	8.9	30.2
37: CC(C)CC(=O)Nc1ccc(N2CCN(S(C)(=O)=O)CC2)cc1
  -2.2	3.5	91.0	1.2	12.4	1.5	13.0	-2.9	-13.9
38: Cc1ccccc1-c1noc(C23CC4CC(CC(C4)C2)C3)n1
  -1.8	-2.0	64.0	7.3	-1.5	0.3	-43.1	-6.4	2.4
39: O=C(NNC(=S)NCc1ccco1)C(c1ccccc1)c1ccccc1
  -3.5	-3.6	101.0	7.2	0.7	-0.7	2.7	-3.0	-30.0
40: CC(=O)C1=C(C)NC(SCc2cccc([N+](=O)[O-])c2)=C(C#N)C1c1ccco1 (configuration not stated)
  1.4	-4.5	nt	-14.6	0.9	-2.2	6.4	-0.4	44.2

2 of these compounds, set out differently.
no.	IDE act	GalR3 antagonist	MEKK3 PB1 HTS	p-CIP stab down	IDE cell inh	CRFR2-BP ag	CRFR2-BP antag	M4 PAM	PHOSPHO1 inh	canonical_smiles
29	-2.0	-3.2	98.0	-2.3	-5.8	0.7	3.6	3.0	42.6	CC(=O)c1cccc(CN2CCCC(C(=O)Nc3cccc(-n4cccn4)c3)C2)c1 (configuration not stated)
30	-0.4	-3.6	101.0	-2.9	0.8	2.4	-13.9	-2.2	32.6	Cc1c(C#N)c(O)[nH]c(=O)c1N=Nc1ccc(Cl)c(C(=O)O)c1

(cont.)
Each structure is followed by: IDE act	GalR3 antagonist	MEKK3 PB1 HTS	p-CIP stab down	IDE cell inh	CRFR2-BP ag	CRFR2-BP antag	M4 PAM	PHOSPHO1 inh
41: CCOC(=O)N/N=C/C(Cl)=C/c1ccccc1
  -0.2	-2.3	97.0	11.4	1.2	-2.5	12.7	1.7	-9.8
42: CCN(CC)S(=O)(=O)c1ccc(N2CCOCC2)c(NC(=O)CN2C(=O)NC3(CCCC3)C2=O)c1
  0.7	-4.4	nt	nt	nt	-0.9	-2.8	1.7	nt
43: Cn1c(CC(=O)NNC(=O)c2cncc(Br)c2)nc2ccccc21
  2.8	-3.6	nt	nt	-0.8	-1.2	-4.4	-0.4	nt
44: CCN(CC)S(=O)(=O)c1ccc(N2CCN(S(=O)(=O)c3ccc4c(c3)OCCO4)CC2)nc1
  6.0	-4.5	100.0	-11.6	-1.2	4.8	0.1	-2.4	-4.9
45: Cc1nnsc1SC(C)C(=O)O (configuration not stated)
  6.9	-1.4	106.0	1.4	-4.9	-0.2	-0.2	-1.2	25.7
46: O=C(CCS(=O)(=O)Cc1ccc(Cl)cc1)NCCc1ccccc1
  1.7	0.8	104.0	5.8	1.9	0.2	7.8	-3.2	-5.3
47: CC1=NNC(=O)C1CCC(=O)N/N=C/c1ccco1 (configuration not stated)
  3.4	3.3	99.0	-7.5	2.8	0.4	-12.1	1.5	20.5
48: CCc1noc(C)c1C(=O)OC(C)C(=O)NCc1ccc(OC)cc1 (configuration not stated)
  2.1	-1.5	nt	nt	-1.4	0.8	-0.9	-0.1	nt
49: Cc1cc(=O)n2nc(N3CCC(C(=O)NCC(C)c4ccccc4)CC3)sc2n1 (configuration not stated)
  -4.6	11.8	91.0	-8.5	1.8	-0.2	-10.2	-7.9	-9.1
50: C=CC[C@H](CC(=O)NCCO)C(=O)N[C@H](C)COC(=O)[C@@H](CC=C)Cc1ccc(F)cc1
  4.5	3.2	nt	nt	6.2	0.0	-12.2	2.7	nt
51: COc1ccc(C(CCNCc2ccc(OC)c(OC)c2)c2ccc(F)cc2)cc1 (configuration not stated)
  7.4	-1.7	91.0	-2.4	3.5	-0.5	13.4	-7.4	24.0
52: COc1cccc(NC(=O)CN(c2ccccc2OC)S(=O)(=O)c2cccs2)c1
  8.0	-3.9	nt	nt	-2.5	-1.5	20.9	-4.5	nt
53: Cc1cc(C)c2c(N)c(C(=O)c3cccc(Cl)c3)sc2n1
  0.0	1.3	101.0	-6.7	-0.7	-2.7	10.4	-9.6	1.1
54: CCc1cccc(C)c1NC(=O)COC(=O)CSCc1ccccc1
  5.6	-3.2	nt	nt	2.8	-1.4	11.0	-1.5	nt
55: Cc1ccc(S(=O)(=O)N2CCC(C(=O)NCc3cccnc3)CC2)cc1
  -0.5	-2.0	101.0	-6.9	-1.5	-0.8	2.3	1.4	-9.7
